# MEP2 TOR yeast = modulators of MEP2-GFP levels in yeast, primary screen, S. cerevisiae, multiplex flow cytometry, MLPCN library. S. cerevisiae MEP2-GFP strain, 3 h; 100% = DMSO control level. AID 2016, 2009. GFP response vs DMSO, % at 10 µM. 330,000 tested, 0.51% active;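 active = GFP response versus DMSO above a set limit, roughly screen mean plus 3 SD, cut at about 180% in these data; inconclusive = fewer than 70 cells counted for a yeast strain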;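 also: median GFP fluorescence of the barcode-gated MEP2-GFP cells per well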
# AGP1 TOR yeast = modulators of AGP1-GFP expression in yeast TOR pathway, primary screen, cell-based, multiplex flow cytometry, S. cerevisiae, MLPCN library. 3 h; GFP as percent of DMSO wells. GFP response vs DMSO, % at 10 µM. 320,000 tested, 0.02% active;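 active = GFP response relative to DMSO above a set limit, near screen average plus 3 SD, cut at about 150% in these data; inconclusive = fewer than 70 cells counted for the yeast strain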;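 also: median GFP channel fluorescence of the gated AGP1 strain per well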
# AHR activator = AHR activators, primary screen, cell-based, luminescence, luciferase reporter, human | Aryl hydrocarbon receptor (Homo sapiens), P35869 | activation, % at 5 µM | AHR-responsive luciferase reporter cells | 320,000 tested, 2.5% active; in the data active = activation above about 47%;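 also: 0% = vehicle wells and 100% = reference agonist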
# Target sequence (P35869 whole entry, looked up): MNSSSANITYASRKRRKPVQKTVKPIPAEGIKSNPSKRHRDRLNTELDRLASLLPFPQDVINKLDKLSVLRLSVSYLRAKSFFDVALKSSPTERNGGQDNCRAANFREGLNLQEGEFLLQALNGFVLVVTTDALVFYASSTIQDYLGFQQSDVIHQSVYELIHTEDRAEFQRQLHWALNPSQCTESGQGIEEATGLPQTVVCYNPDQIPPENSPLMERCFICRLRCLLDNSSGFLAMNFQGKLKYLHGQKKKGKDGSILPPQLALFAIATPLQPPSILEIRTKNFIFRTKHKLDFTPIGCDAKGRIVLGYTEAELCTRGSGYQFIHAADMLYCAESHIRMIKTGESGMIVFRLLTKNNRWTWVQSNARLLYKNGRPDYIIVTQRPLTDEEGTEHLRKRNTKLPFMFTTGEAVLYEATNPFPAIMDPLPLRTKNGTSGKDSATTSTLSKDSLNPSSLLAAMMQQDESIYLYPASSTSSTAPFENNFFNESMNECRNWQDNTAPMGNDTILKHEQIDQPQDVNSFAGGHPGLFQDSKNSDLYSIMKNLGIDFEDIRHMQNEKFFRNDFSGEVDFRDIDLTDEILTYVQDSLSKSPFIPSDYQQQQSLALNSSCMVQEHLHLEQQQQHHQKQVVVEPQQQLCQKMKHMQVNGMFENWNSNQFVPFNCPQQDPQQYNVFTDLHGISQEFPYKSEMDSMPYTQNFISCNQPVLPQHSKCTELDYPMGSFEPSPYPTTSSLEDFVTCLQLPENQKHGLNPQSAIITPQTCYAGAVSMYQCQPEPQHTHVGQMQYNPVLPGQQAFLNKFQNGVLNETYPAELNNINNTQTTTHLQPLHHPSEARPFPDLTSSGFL
# LAP4 TOR yeast = modulators of LAP4-GFP expression in yeast, primary screen, S. cerevisiae, multiplex flow cytometry, MLPCN library; 320,000 tested, 0.34% active; AID 2023, 2009; GFP response vs DMSO, % at 10 µM; 3 h; median GFP as percent of DMSO wells;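 active = GFP response vs DMSO above a set limit, about the screen mean plus 3 SD, cut at about 150% in these data; inconclusive = under 70 cell events counted for the yeast strain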
# RPL19A TOR yeast = RPL19A-GFP expression modulators in yeast, primary screen, cell-based, S. cerevisiae, multiplex flow cytometry, MLPCN; S. cerevisiae RPL19A-GFP strain, 3 h; active compounds read low; percent response vs DMSO, % at 10 µM; 330,000 tested, 0.3% active;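 active = percent response vs DMSO below 50%; inconclusive = fewer than 70 events counted for the yeast strain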;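 also: median channel GFP fluorescence of the barcoded RPL19A-GFP strain; ratio of sample median GFP to plate DMSO average so 100% = DMSO; lower means less RPL19A-GFP as with rapamycin TOR inhibition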
# Yeast superoxide = reduction of superoxide in aged yeast, primary screen, HTS; 330,000 tested, 0.18% active; superoxide response (% of plate mean), % at 10 µM; S. cerevisiae aged cells, superoxide DHE fluorescence; active compounds read low;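 active = superoxide response under a set limit, about three screen SD below normal, cut at about 65% in these data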;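 also: yeast aged for seven days with compound at 30 °C before DHE staining; 100% = average MFI of all compound-treated wells on the plate with controls excluded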
# CIT2-GFP yeast = modulators of CIT2-GFP expression in yeast, primary screen, S. cerevisiae, GFP fusion, multiplex flow cytometry, MLPCN library; S. cerevisiae CIT2-GFP strain, 3 h; 100 means same as DMSO wells; GFP response vs DMSO, % at 10 µM; 320,000 tested, 0.065% active; AID 2029, 2009;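 active = GFP response relative to DMSO above a set limit, near the screen mean plus 3 SD, cut at about 150% in these data; inconclusive = Fewer than 70 cells measured for a yeast strain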;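 also: ratio of well median GFP fluorescence to mean of DMSO wells on the plate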
# Efflux pump inh = inhibitors of Candida efflux pumps in yeast, primary screen, S. cerevisiae, Nile Red, multiplex. S. cerevisiae Candida pump triplex. inhibition, % at 10 µM. 330,000 tested, 0.44% active;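 active = plate passing quality check with inhibition over a set limit, or well fluorescence over plate mean plus 4 SD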;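 also: Nile Red retained in pooled yeast measured as flow cytometry median fluorescence; 0% = buffer negative control and 100% = Enniatin B positive control; higher means more Nile Red kept so more efflux inhibition; some compounds called inactive have numbers as strong as hits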
# An asterisk follows results filed as active; ? = inconclusive; / = not tested or not shown; [ ] = another dose, or the depositor's remark.
# Below each SMILES: MEP2 TOR yeast	AGP1 TOR yeast	AHR activator	LAP4 TOR yeast	RPL19A TOR yeast	Yeast superoxide	CIT2-GFP yeast	Efflux pump inh
> COc1ccc(N2CCN(C(=O)c3ccc(-n4nc(C)cc4C)cc3)CC2)cc1
→ 97	91	3	98	94	106	78	0.2
> Cn1c(Cn2c(=O)sc3ccccc32)nnc1SCC(=O)N1CCCc2ccccc21
→ 105	102	12	100	98	102	99	-0.1
> CN1CCN(c2nc(-c3ccccc3)nc(-c3ccc(F)cc3)c2C#N)CC1
→ 99	106	0	101	101	109	99	-0.2
> COc1cccc(C(=O)NCC(=O)n2nc(C)cc2C)c1
→ 94	89	0	89	88	101	83	-0.1
> Cc1nn(-c2ccccc2)c(C)c1NC(=O)COC(=O)c1ccc(NC(=O)CC#N)cc1
→ 103	112	-4	100	114	103	106	0.8
> COc1ccc(C(=O)NC(=S)NCC2CCCO2)cc1 (stereo not drawn)
→ 91	95	33	89	100	94	106	0.2
> CSC1=C(C#N)C(c2sccc2C)CC(=O)N1 (stereo not drawn)
→ 104	105	-2	106	97	94	99	-0.2
> CCCCn1c(=O)[nH]c(=O)c2c1nc(-c1cc(Br)ccc1OC)n2C
→ 99	92	4	105	101	95	87	0.2
> CCc1ccc(CNCc2cccs2)cc1
→ 102	104	4	108	98	89	102	-0.1
> CCOc1ccc(S(=O)(=O)N2CCCC(C(=O)N3CCOCC3)C2)cc1C (stereo not drawn)
→ 97	94	0	73	99	97	112	0.0
> O=C(CCl)Nc1cn(-c2ccccc2)nc1-c1ccccc1
→ 91	96	15	121	88	105	81	0.1
> Cn1c(C(=O)N2CCN(c3ccc(F)cc3)CC2)cc2ccccc21
→ 96	96	12	97	99	109	84	0.0
> COC(=O)c1c(NC(=O)CSc2ncnc3ccccc23)sc(C)c1C
→ 101	103	7	96	98	102	103	-0.1
> CC(NC(=O)C(=O)c1cn(CC(=O)N2CCOCC2)c2ccccc12)c1ccccc1 (stereo not drawn)
→ 108	104	4	103	103	93	109	0.1
> CCN(CC(=O)Nc1c(F)cccc1F)C(=O)c1ccc(N2C(=O)c3ccccc3C2=O)cc1
→ 95	101	-2	92	99	99	102	0.0
> CCOc1ccccc1NC(=O)CN(c1ccc(OC)cc1)S(=O)(=O)c1c(C)[nH]c(=O)[nH]c1=O
→ 107	100	5	101	102	110	97	0.2
> O=C(Nc1ccccc1-c1ccccc1)NC1CCN(C(=O)N2CCOCC2)CC1
→ 100	101	-2	98	97	103	98	-0.2
> CCCCCCC[C@H](N)[C@H](O)C(=O)N(C)[C@@H](CCS(C)=O)C(=O)N[C@@H](Cc1ccc(O)cc1)C(=O)N[C@@H](Cc1ccc(O)cc1)C(=O)O (stereo partly drawn)
→ 92	96	-3	109	101	104	103	-0.1
> Cc1c(C(c2cc(O)ccc2Cl)c2c(C)n(C)n(-c3ccccc3)c2=O)c(=O)n(-c2ccccc2)n1C
→ 110	103	0	84	106	105	110	0.0
> Cc1c(C(=O)N2CCN(CCc3ccccn3)CC2)oc2ccc(Cl)cc12
→ 93	101	-1	96	99	88	100	0.1
> COc1ccc(CC(=O)n2nc(-c3cccnc3)nc2N)cc1
→ 100	103	2	90	96	98	103	0.0
> C=C1C(=O)C=C[C@]2(C)C[C@@H]3OC(=O)[C@](C)(O)[C@H]3C[C@@H]12
→ 110	90	-2	105	95	95	94	-0.1
> CCCNC(=O)NNC(=O)c1ccc(F)cc1
→ 103	103	1	97	101	115	94	-0.1
> COCCNC(=O)C(Cc1c[nH]c2ccccc12)NC(=O)OCc1ccccc1 (stereo not drawn)
→ 99	101	2	90	104	98	104	0.0
> CCSc1ncnc2sc3c(c12)CCC3
→ 102	94	-1	101	95	103	98	0.1
> O=C(NNC(=O)c1cc(Cl)ccc1O)c1ccc(NS(=O)(=O)c2cccs2)cc1
→ 97	107	6	110	99	88	104	-0.1
> CCOC(=O)C1=C(C)NC(C)=C(C(=O)OCC)C1C(=O)OC1CCOC1=O (stereo not drawn)
→ 101	109	0	98	97	105	104	-0.1
> CCOc1ccc2oc(C(=O)OC(C(=O)NC(N)=O)C(C)C)c(C)c2c1 (stereo not drawn)
→ 96	102	5	102	95	108	96	0.4
> Cc1cnc(NC(=O)CCN2C(=O)C3CCCCC3C2=O)s1 (stereo not drawn)
→ 102	94	1	89	103	112	103	0.0
> CN(CC(=O)NC1CCCc2ccccc21)S(=O)(=O)c1ccc2c(c1)c(=O)n(C)c(=O)n2C (stereo not drawn)
→ 138	99	3	100	98	104	98	0.1
> Cn1c(=O)n(CC(=O)N2CCN(c3nnc(-c4ccccc4)c4ccccc34)CC2)c2ccccc21
→ 85	103	0	90	96	95	95	-0.1
> COc1ccc(CC(=O)Nc2ccc(-c3noc(-c4cc(OC)c(OC)c(OC)c4)n3)cc2)cc1
→ 104	106	5	106	102	100	110	-0.1
> O=C(Nc1cccc(O)c1)C1CC(c2cccc(Br)c2)=NO1 (stereo not drawn)
→ 99	97	2	84	102	108	110	0.1
> CN(C(=O)c1cc2nc(-c3ccco3)cc(C(F)(F)F)n2n1)C1CCCCC1
→ 100	98	2	105	100	99	102	-0.1
> CC(C)COC(=O)N1CCCC1C(=O)Nc1nccs1 (stereo not drawn)
→ 118	103	0	104	101	102	112	-0.1
> Cc1ccc(-c2nnc(SCC(=O)Nc3ccccc3F)o2)cc1
→ 95	97	-7	102	96	98	98	0.0
> CCCc1nnc(NC(=O)C23CC4CC(CC(C4)C2)C3)s1
→ 102	85	/	86	97	88	87	0.6
> CCn1c(SCC(=O)Nc2cc(S(=O)(=O)N3CCOCC3)ccc2OC)nnc1-c1ccncc1
→ 103	103	1	113	95	103	101	0.2
> Cc1nc(SCC(=O)Nc2c(C)n(C)n(-c3ccccc3)c2=O)n[nH]1
→ 98	101	-1	93	97	96	104	0.0
> CCOc1ccc(N(CC)S(=O)(=O)c2ccc3c(c2)n(C)c(=O)c(=O)n3C)cc1
→ 93	98	-1	100	93	98	93	0.0
> Cc1ccc(C(=O)N[C@H](C(=O)OCC(=O)c2ccc[nH]2)C(C)C)cc1
→ 98	98	2	99	101	102	101	0.1
> Cc1cc(NC(=S)N(Cc2ccc(Cl)cc2)Cc2ccc(C(=O)O)cc2)ccc1Cl
→ 96	101	-2	120	98	105	90	-0.2
> COc1ccc(S(=O)(=O)NC(C)C(=O)Nc2ccc3c(c2)OCCO3)cc1OC (stereo not drawn)
→ 101	105	-1	98	101	98	102	-0.2
> Cc1nnc(NC(=O)CSc2nnc(C(C)NC(=O)c3ccccc3F)n2C)s1 (stereo not drawn)
→ 103	98	0	92	102	84	104	-0.2
> Cc1ccc(CSc2ccc3nnc(-c4ccccn4)n3n2)cc1
→ 108	100	4	111	98	93	92	0.0
> CC(C)Cn1cnc2c1c(=O)n(CC(=O)N(C)C)c(=O)n2Cc1ccccc1
→ 104	108	0	106	116	101	108	0.0
> C=CCNC(=O)c1onc(CSc2ccc(F)c(F)c2)c1C(=O)O
→ 108	108	3	98	106	93	106	-0.1
> Cc1nn(C)c(C)c1NC(=S)Nc1ccc(S(=O)(=O)Nc2ncccn2)cc1
→ 97	95	0	71	106	86	95	-0.1
> CCc1ccc(Nc2cc(C)nc3nc(C)nn23)cc1
→ 117	100	10	107	98	88	94	0.0
> Cc1cc(NC(=O)CC(CN(C)S(=O)(=O)c2ccccc2)c2ccccc2)no1 (stereo not drawn)
→ 102	97	1	104	99	112	102	0.1

# Further compounds follow:
# Below each SMILES: MEP2 TOR yeast	AGP1 TOR yeast	AHR activator	LAP4 TOR yeast	RPL19A TOR yeast	Yeast superoxide	CIT2-GFP yeast	Efflux pump inh
> CN(C)c1ccc(CNC(=O)CCS(=O)(=O)c2ccc3c(c2)oc(=O)n3C)cc1
→ 99	99	1	97	98	101	101	0.1
> CC(=O)C1=C(C)Nc2ncnn2C1c1ccccc1OCc1ccccc1 (stereo not drawn)
→ 304*[may fluoresce violet]	/	0	101[may fluoresce violet]	46*[may fluoresce violet]	93	?	0.1
> CCCCN1C(=O)c2ccc(C(=O)Nc3cccc(C)c3C)cc2C1=O
→ 99	100	-2	99	100	111	92	-0.2
> COc1cc(C(C)=O)ccc1OCC(=O)Nc1ccccc1N1CCCC1
→ 89	95	9	96	90	102	89	-0.1
> CC(C)OC(=O)CSc1nnc(-c2ccncc2)n1N
→ 96	93	10	96	95	119	95	0.1
> CC(=O)Nc1ccc(S(=O)(=O)NC2(C(F)(F)F)C(=O)Nc3c2c(=O)[nH]c(=O)n3C)cc1 (stereo not drawn)
→ 98	104	-2	94	99	105	108	0.0
> O=C(CSc1nnnn1C1CCCC1)Nc1ccc2c(c1)OCCO2
→ 101	96	4	102	99	99	97	0.1
> CNC(=O)C1CCC(=O)N1Cc1ccc(C)cc1 (stereo not drawn)
→ 106	105	0	103	102	86	107	-0.2
> O=C(c1ccco1)N1CCN=C1SCc1ccccc1F
→ 109	105	1	96	107	96	104	0.2
> O=C(/C=C1\SC(=O)NC1=O)Nc1ccc(C(=O)O)cc1
→ 104	106	1	96	101	110	91	0.3
> CC1CCN(C(=O)C2CCN(S(=O)(=O)c3ccc(-n4cnnn4)cc3)CC2)CC1
→ 102	98	-1	90	101	105	100	-0.1
> C=CCOc1ccc(/C(O)=C2/C(=O)C(=O)N(CCCN3CCOCC3)C2c2ccccc2)cc1 (stereo not drawn)
→ 316*[may fluoresce violet]	?	0	89[may fluoresce violet]	29*[may fluoresce violet]	97	?	0.0
> CCOC(=O)N/N=C/c1c(C)c(C(=O)c2ccc(F)cc2)n2ccccc12
→ 138	101	84*	126	100	88	102	0.2
> Cc1cc(C(=O)CSc2nnc(N)s2)c(C)n1-c1c(C)n(C)n(-c2ccccc2)c1=O
→ 101	103	-3	99	98	109	96	0.1
> C[C@@H](C(=O)Nc1ccc2ccccc2c1)[C@@H]1C[C@@]1(C)[C@@H](NC(=O)c1cnccn1)c1ccccc1
→ 100	101	2	113	101	101	112	0.0
> Cn1c(=O)c2ncn(CC(=O)Nc3nc(-c4ccc(Cl)cc4)cs3)c2n(C)c1=O
→ 87	90	2	101	94	100	90	0.1
> O=C(Oc1ccc(=O)n(-c2ccccc2)n1)c1ccc(Cl)cc1
→ 77	89	7	109	/	89	101	-0.1
> C=C(C)CNC(=S)Nc1sc2c(c1C(=O)OCC)CC(C)(C)OC2
→ 102	100	1	100	89	102	102	0.7
> CCOC(=O)C(NC(=O)CC)C(O)c1cccc([N+](=O)[O-])c1 (stereo not drawn)
→ 109	112	-1	110	106	109	111	-0.1
> O=C(NCCCN1CCCC1=O)C(=O)NCC1OCCN1S(=O)(=O)c1ccc(Cl)cc1 (stereo not drawn)
→ 98	108	3	107	91	97	91	-0.3
> Cc1cc(C(=O)NCCCN2CCOCC2)n(-c2ccccc2)n1
→ 102	100	0	97	100	106	91	0.6
> O=C(CSc1nnc(-c2cccc(S(=O)(=O)N3CCCC3)c2)n1-c1ccccc1)Nc1cccc(C(=O)O)c1
→ 91	102	0	98	95	105	96	0.6
> Cc1onc(-c2c(F)cccc2Cl)c1C(=O)OCC(=O)NC1CC1
→ 113	113	2	118	107	91	114	0.0
> O=C(C(c1ccccc1)c1ccccc1)N1CCOCC1
→ 80	88	7	94	97	120	81	0.1
> Cc1cccc2c(-c3ccccc3)cc(=O)[nH]c12
→ 93	91	10	93	92	95	85	0.0

# Rows are unselected; any-hit rate near 3.9%.
